Screening data: PubChem, Broad Institute
EWS-Fli block: EWS/Fli transcriptional activity inhibition. A673 NR0B1-luciferase reporter, viability-normalised. inhibition, % at 12.6 µM. actives 0.67% (n = 350,000). AID 651661;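 active = mean inhibition of at least 50% after viability correction, with every replicate also passing that limit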;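 also: firefly luciferase signal divided by Alamar Blue viability fluorescence both relative to DMSO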
PglD inh: blocks C. jejuni PglD acetyltransferase activity | purified PglD enzyme, DTNB colorimetric CoA detection | inhibition, % at 12.5 µM | actives 0.098% (n = 360,000); in the data active = inhibition above about 16%, passing the limit was not always enough; also: strong numbers were not always called active
PGC1a acetyl inh: PGC1a acetylation modulation, inhibitor mode | U2OS PGC1a acetylation, AlphaScreen anti-acetyl-lysine; with virally co-expressed GCN5 acetyltransferase | inhibition, % at 15.6 µM | actives 0.17% (n = 350,000) | AID 651687;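 active = every replicate shows inhibition of at least 40%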;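 also: 0% = neutral control wells and 100% = positive control wells; some results beyond the cut were filed as inactive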
PAX8 reporter: inhibitors of PAX8 transcriptional activity in RMG-I cells; actives 1.2% (n = 360,000); RMG-I TPO-luciferase reporter, SteadyGlo, 24 h; inhibition, % at 12.6 µM;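 active = mean replicate inhibition at least 60% with every replicate also reaching 60%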;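 also: luciferase light reporting Pax8 driven TPO promoter activity; plate controls were median of neutral control wells for no effect and mitoxantrone controls for full effect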
FN deposit inh: fibronectin deposition inhibition | actives 0.086% (n = 350,000) | AH1F fibroblasts, Alexa488-fibronectin deposition fluorescence, overnight | inhibition, % at 12.6 µM;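 active = mean inhibition across replicates of 30% or more, regardless of how many single replicates reach that level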;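 also: positive control wells lacked labelled fibronectin entirely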
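Material: AH1F fibroblast monolayer depositing Alexa488-labelled fibronectin into matrix | Input: 10000 AH1F cells/well | Medium: DMEM plus 2% serum, read in PBS | Reagent: Alexa488-fibronectin, 24 nM final in well | Compound dosing: One dose per compound, pinned | Schedule: 1 h adhesion, overnight exposure | Measured by: Fluorescence at 485 nm excitation, 525 nm emission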
LGR2 inh: blocks bursicon-induced cAMP signaling via Drosophila LGR2; actives 0.35% (n = 380,000); HEK293 LGR2, CRE-luciferase, bursicon-stimulated, 4 h; inhibition, % at 9.99 µM; AID 720647;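 active = drop in luminescence signal, shown as inhibition above about 50% in the replicate tests, limit read from the data, passing the limit was not always enough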;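 also: agonist challenge used bursicon conditioned medium at about half maximal strength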
S100A4 MyoIIA: blocks human S100A4 binding to myosin IIA peptide; P26447; S100A4/TAMRA-MyoIIA peptide fluorescence polarization; inhibition, % at 10.7 µM; actives 0.14% (n = 360,000); AID 652163;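 active = mean inhibition of at least 70% across replicates, with every replicate also reaching that level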
Target sequence (P26447 whole entry, looked up): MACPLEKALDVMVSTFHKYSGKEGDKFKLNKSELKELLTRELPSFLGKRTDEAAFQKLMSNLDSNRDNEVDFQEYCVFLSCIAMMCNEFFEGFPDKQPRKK
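assay system = human S100A4 monomer with TAMRA-labelled myosin IIA peptide | also added = labelled myosin peptide probe, 5 nM | incubation = 5 min between mix addition and reading | control set = DMSO and TFP controls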
ERAP1 inh: ERAP1 (human) enzyme inhibition. AID 652197. actives 0.15% (n = 340,000). recombinant ERAP1, Leu-AMC fluorescence, 60 min. inhibition, % at 10.7 µM. Q9NZ08;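 active = mean replicate inhibition of at least 30%, or all replicates individually reaching that 30% level; inactive = mean below 30% and not every replicate reaching it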;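 also: 0% = neutral control wells and 100% = L-leucinethiol positive control wells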
Target sequence (Q9NZ08 whole entry, looked up): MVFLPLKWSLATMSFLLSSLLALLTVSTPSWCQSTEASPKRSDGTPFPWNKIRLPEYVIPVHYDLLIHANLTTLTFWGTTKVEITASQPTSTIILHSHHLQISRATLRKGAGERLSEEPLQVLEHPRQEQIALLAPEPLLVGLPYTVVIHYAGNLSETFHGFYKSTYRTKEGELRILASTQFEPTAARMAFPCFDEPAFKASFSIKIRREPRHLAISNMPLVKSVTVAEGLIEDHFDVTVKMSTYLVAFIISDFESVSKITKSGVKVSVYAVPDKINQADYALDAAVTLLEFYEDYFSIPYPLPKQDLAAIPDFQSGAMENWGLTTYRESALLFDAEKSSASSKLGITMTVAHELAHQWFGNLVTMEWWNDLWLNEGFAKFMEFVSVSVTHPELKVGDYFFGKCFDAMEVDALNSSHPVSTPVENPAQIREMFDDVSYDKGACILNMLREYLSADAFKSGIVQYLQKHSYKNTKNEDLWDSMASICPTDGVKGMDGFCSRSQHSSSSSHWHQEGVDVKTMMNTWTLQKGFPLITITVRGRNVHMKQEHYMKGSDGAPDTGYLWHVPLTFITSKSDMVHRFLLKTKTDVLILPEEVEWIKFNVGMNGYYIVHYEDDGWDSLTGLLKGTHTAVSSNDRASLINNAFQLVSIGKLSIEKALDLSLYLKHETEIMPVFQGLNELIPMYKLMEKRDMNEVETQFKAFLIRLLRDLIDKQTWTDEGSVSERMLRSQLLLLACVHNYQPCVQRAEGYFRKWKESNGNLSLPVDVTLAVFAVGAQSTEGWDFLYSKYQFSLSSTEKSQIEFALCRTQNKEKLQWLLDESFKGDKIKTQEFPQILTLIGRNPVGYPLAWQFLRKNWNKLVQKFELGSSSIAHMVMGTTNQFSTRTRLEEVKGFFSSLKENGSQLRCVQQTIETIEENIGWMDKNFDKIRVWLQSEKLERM
* hit, by the source's call; nt = not tested or not shown; & = joins results of further samples.

SMILES | EWS-Fli block | PglD inh | PGC1a acetyl inh | PAX8 reporter | FN deposit inh | LGR2 inh | S100A4 MyoIIA | ERAP1 inh
Cc1nnc(SCC(=O)Nc2cc(S(=O)(=O)N3CCOCC3)ccc2N2CCCC2)s1 | -5 | -1 | 10 | 4 | -3 | -7 | 2 | 4
COc1ccc(NC(=O)CC2C(=O)N(CCc3ccccc3)C(=S)N2Cc2cccnc2)cc1 (centres undefined) | nt | -1 | 1 | nt | -3 | -6 | nt | nt
Cc1ccc(C(=O)NNC2=Nc3cccc4cccc2c34)cc1 | nt | -4 | 3 | 15 | nt | 0 | nt | nt
Cc1occc1C(=O)N1CCN(S(=O)(=O)c2ccc(F)cc2)CC1 | 10 | 2 | 2 | -10 | -19 | -7 | 1 | -3
Cc1ccc(Cl)cc1N1CCN(S(=O)(=O)c2c(C)nc3scc(C)n3c2=O)CC1 | 9 | 4 | nt | -10 | 7 | 4 | -8 | 2
O=c1c2cc(NC(=S)NCCCN3CCC(Cc4ccccc4)CC3)ccc2nc2n1CCCCC2 | 24 | 0 | -7 | -4 | nt | 5 | -4 | -4
CCOC(=O)CCCCC(=O)c1[nH]c(=O)[nH]c1CSc1nc2ccccc2[nH]1 | 3 | 4 | 17 | nt | nt | -2 | -1 | -6
O=C(Nc1ccc(O)c(-c2nc3ccccc3o2)c1)C1(c2ccc([N+](=O)[O-])cc2)CCCC1 | nt | 6 | -17 | 10 | 6 | -8 | nt | nt
C[C@@H]1CN([C@@H](C)CO)C(=O)c2cccc(NS(=O)(=O)c3cn(C)cn3)c2O[C@@H]1CN(C)CC1CC1 | -2 | 4 | -1 | nt | nt | -1 | 5 | 0
Cc1ccnc(NS(=O)(=O)c2ccc(CC(C)C)cc2)c1 | nt | 4 | -4 | nt | nt | -1 | 7 | 0
O=S(=O)(c1cccc(Br)c1)N1CCN(C(=S)NCC2CCCO2)CC1 (centres undefined) | 6 | nt | nt | 4 | -27 | 12 | -2 | 0
COc1ccccc1NC(=O)CCc1nc(-c2ccccc2F)no1 | -15 | -2 | -5 | -11 | 2 | -15 | -1 | -3
CNC[C@H]1OCCCC[C@H](C)Oc2ccc(NC(=O)NC(C)C)cc2C(=O)N([C@@H](C)CO)C[C@H]1C | nt | 0 | 7 | -5 | 2 | 7 | -7 | 5
CCc1cc2c(C)cc(C)cc2nc1SCC(=O)Nc1cc(C)on1 | 7 | 4 | 13 | 23 | -3 | -21 | -4 | -3
Cc1ccc2c(c1)N(CCC(=O)NC1CCCCC1C)C(=O)CO2 (centres undefined) | 4 | -6 | 24 | 4 | 1 | 0 | -3 | -1
C=CCn1c(SCc2cccc(C#N)c2)nnc1-c1ccccc1O | 2 | -1 | 4 | 22 | 18 | -20 | 6 | -5
CC(C)OC(=O)N(C)C[C@H]1OCc2cnnn2CCCC(=O)N([C@H](C)CO)C[C@@H]1C | 1&6&-6 | 5&1 | 9&5&0 | -11&7&3 | -1&5 | 12&5 | 2&-2 | -9&-1
C/C(=N\NC(=O)c1cc(C)nc2ccccc12)c1ccccn1 | 40 | 5 | nt | 26 | 7 | 9 | -5 | 4
O=C(NNc1cc(Cl)ccc1Cl)C1CCC1 | -6 | -11 | 12 | 17 | 0 | -13 | -2 | 0
COc1cccc(S(=O)(=O)N[C@H]2CC[C@@H](CC(=O)NCc3ccncc3)O[C@@H]2CO)c1 | -9 | 3 | 8 | -1 | 3 | 0 | 1 | 0
CC(C)C[C@H](NC(=O)c1nc[nH]c1C(=O)NCC(=O)OC(C)(C)C)C(=O)OCc1ccccc1 | -3 | 2 | -7 | -9 | -20 | -5 | -3 | 3
CC(=O)Nc1ccc(N2C(=O)CC(Sc3nc4ccccc4s3)C2=O)cc1 (centres undefined) | 5 | 9 | 3 | 14 | -5 | -23 | 2 | -1
CO[C@H]1CC[C@H]2CCOc3ccc(C#N)cc3C(=O)N(C)C[C@@H](OC)[C@H](C)C(=O)N(C)C[C@H]1O2 | -2 | 0 | nt | -6 | 5 | -19 | 21 | -4
COc1cc(NS(=O)(=O)c2ccc(NC(=S)NC(=O)c3sc4cc(F)ccc4c3Cl)cc2)nc(OC)n1 | -3 | 1 | 23 | 55 | -1 | 0 | 6 | 0
CC(C)OCCCNS(=O)(=O)c1ccc2c(c1)OCCO2 | nt | -6 | 10 | -3 | -1 | nt | nt | nt
COc1ccc2c3c(n(C)c2c1)[C@@H](CO)N(Cc1ccccc1F)CC31CN(C(=O)C2CCCC2)C1 | 11 | nt | nt | -29 | nt | -9 | 2 | -3
O=C1CN(S(=O)(=O)Cc2ccccc2)C[C@H]2[C@H](c3ccc(C#Cc4ccccc4)cc3)[C@@H](CO)N12 | 11 | nt | -8 | nt | 4 | 12 | -5 | -1
O=C(C[C@H]1C=C[C@H](NC(=O)Nc2cc(F)ccc2F)[C@H](CO)O1)Nc1ccccc1 | 11 | -3 | 15 | -7 | nt | -7 | -11 | 2
CC(C)CCNC(=O)c1onc(CSc2nc3ccccc3[nH]2)c1C(=O)NCCC(C)C | 27 | 0 | 4 | 17 | -4 | nt | 0 | 0
O=C(NNC(=O)c1cnccc1C(F)(F)F)c1ccc(Cl)cc1 | 5 | 0 | nt | -1 | -7 | -4 | -2 | 0
COc1c(Cl)cc(Cl)cc1C(=O)Nc1ccc(NC(C)=O)cc1 | -27 | nt | 7 | 16 | 3 | 7 | 3 | 0
CO[C@@H]1CN(C)C(=O)c2cc(NC(C)=O)ccc2OC[C@H](C)N(Cc2cccnc2)C[C@H]1C | -4 | 6 | 1 | 7 | 1 | -7 | nt | nt
COC(=O)C1=C(C)NC(=O)NC1c1ccc(-c2ccc(F)cc2)o1 (centres undefined) | 2 | 3 | nt | 16 | 3 | 17 | -1 | 1
O=C(Nc1ccc(Cl)c(Cl)c1)N[C@H]1CC[C@@H](CCNC(=O)c2ccc(F)cc2)O[C@@H]1CO | -2 | 8 | 7 | 4 | -12 | -2 | -22 | -1
CCN(CC)S(=O)(=O)c1cccc(NC(=O)CN2C(=O)NC3(CCC(C)CC3)C2=O)c1 (centres undefined) | 8 | -3 | nt | 5 | 8 | -11 | -8 | -1
Cc1cccc(C(=O)N[C@H](C(=O)Nc2ccc3c(c2)OCO3)C(C)C)c1 | 2 | -1 | 10 | 9 | -7 | -23 | 30 | 0
Cc1cccc(S(=O)(=O)c2c(C)cc(C)[nH]c2=O)c1 | -2 | nt | nt | -4 | -8 | -13 | -4 | 4
O=C(c1ccco1)N1CCN(S(=O)(=O)c2ccccc2)CC1 | 17 | 2 | -3 | 5 | -1 | 1 | -3 | 2
C[C@H]1CN([C@@H](C)CO)C(=O)c2cccc(NC(=O)c3ccc(-c4nccs4)cc3)c2O[C@H]1CN(C)C(=O)Nc1cccc2ccccc12 | 1 | 7 | -2 | -22 | -4 | 4 | 5 | 2
O=S(=O)(NCCN1CCOCC1)c1ccc(Oc2ccccc2Cl)cc1 | 11 | 3 | -2 | 6 | 1 | 6 | -1 | 1
CCOCCCNC(=O)CN1C(=O)c2ccccc2Sc2ncccc21 | 0 | -1 | nt | -6 | 4 | -15 | 0 | -2
CN(C)CCN(C(=O)C1=COCCO1)c1nc2ccc(Cl)cc2s1 | nt | 2 | -15 | -60 | nt | -6 | 1 | 1
C=CCN(C(C(=O)OC)C(C)C)S(=O)(=O)CCNCc1ccccc1 (centres undefined) | 6 | -1 | -22 | -4 | 12 | -1 | -12 | 0
CNC[C@@H]1OCCCC[C@H](C)Oc2ccc(NC(=O)NC3CCCCC3)cc2C(=O)N([C@@H](C)CO)C[C@@H]1C | 0 | 3 | 19 | -5 | nt | 3 | -5 | 4
CCCCn1c(N)c(N(C)C(=O)c2c(C)nn(-c3ccccc3)c2C)c(=O)[nH]c1=O | 1 | -7 | 4 | -7 | -9 | 3 | -3 | 18

5 neighbouring records already listed, for reference:
SMILES | EWS-Fli block | PglD inh | PGC1a acetyl inh | PAX8 reporter | FN deposit inh | LGR2 inh | S100A4 MyoIIA | ERAP1 inh
CCOCCCNC(=O)CN1C(=O)c2ccccc2Sc2ncccc21 | 0 | -1 | nt | -6 | 4 | -15 | 0 | -2
CN(C)CCN(C(=O)C1=COCCO1)c1nc2ccc(Cl)cc2s1 | nt | 2 | -15 | -60 | nt | -6 | 1 | 1
C=CCN(C(C(=O)OC)C(C)C)S(=O)(=O)CCNCc1ccccc1 (centres undefined) | 6 | -1 | -22 | -4 | 12 | -1 | -12 | 0
CNC[C@@H]1OCCCC[C@H](C)Oc2ccc(NC(=O)NC3CCCCC3)cc2C(=O)N([C@@H](C)CO)C[C@@H]1C | 0 | 3 | 19 | -5 | nt | 3 | -5 | 4
CCCCn1c(N)c(N(C)C(=O)c2c(C)nn(-c3ccccc3)c2C)c(=O)[nH]c1=O | 1 | -7 | 4 | -7 | -9 | 3 | -3 | 18

The listing continues.
SMILES | EWS-Fli block | PglD inh | PGC1a acetyl inh | PAX8 reporter | FN deposit inh | LGR2 inh | S100A4 MyoIIA | ERAP1 inh
O=C(Nc1cc(Cl)ccc1O)C1CC(c2c(F)cccc2Cl)=NO1 (centres undefined) | 16 | -8 | nt | 4 | 4 | -16 | -5 | -3
COc1ccc(-c2cc(C(=O)c3c(N)n(C)c(=O)n(C)c3=O)c3ccccc3n2)cc1OC | -14 | nt | nt | -39 | 1 | -29 | 4 | 3
Cc1ccc(S(=O)(=O)N2[C@@H](c3ccc(Br)cc3)C(C(=O)O)=CC[C@H]2c2ccc(Cl)cc2)cc1 | -11 | -3 | 2 | 1 | 0 | -5 | 3 | -2
COC(=O)c1cnn2c1C(=O)N(Cc1cccs1)CC2 | -1 | -6 | -11 | -12 | -1 | 17 | 0 | -1
COc1cc(C2(C)SCCCS2)cc(OC)c1OC | 8 | nt | nt | 0 | 7 | 4 | 20 | 1
Cc1cccc(NS(=O)(=O)c2cccc(C(=O)N3CCC3)c2)c1 | -16 | nt | -2 | -17 | 8 | -1 | -31 | -5
COc1ccc(S(=O)(=O)N2CCOC2CNC(=O)C(=O)NCc2ccncc2)cc1 (centres undefined) | nt | 5 | nt | 6 | 6 | 22 | 1 | -3
C[C@H]1CN([C@@H](C)CO)C(=O)CCCn2cc(nn2)CO[C@@H]1CN(C)C(=O)C1CCCCC1 | -5&-1&0 | 2&-7&1 | 12&-6&3 | 1&26 | -1&-3 | 0&-5 | -15&0&1 | 0&-4
COc1ccc(CN(C)C[C@H]2Oc3ccc(NC(=O)C4CCCCC4)cc3CC(=O)N([C@H](C)CO)C[C@@H]2C)cc1 | 7 | 3 | -10 | nt | nt | nt | -2 | -2
C[C@H](CO)N1C[C@H](C)[C@H](CN(C)C(=O)c2cccc(F)c2)Oc2ncc(C#CCN(C)C)cc2C1=O | 5 | -4 | 5 | nt | -11 | -19 | 5 | -1
C[C@H](NC(=O)c1cc2cc(Cl)ccc2n1C)C(=O)N[C@@H](C(=O)O)c1ccccc1 | -12 | -4 | 19 | 6 | 0 | 11 | -7 | 4
COc1cc2c(cc1OC)C(C)N(C(=O)c1cc(C)on1)CC2 (centres undefined) | 53* | 2 | 4 | 41 | 3 | -7 | -4 | -4
O=C(CCc1ccccc1)NCc1ccccc1 | 5 | nt | nt | -4 | -1 | 5 | -4 | -1
O=C(C1CCN(c2nc3nonc3nc2N2CCCCC2)CC1)N1CCOCC1 | 1 | -1 | nt | -6 | 0 | -19 | -2 | 5
C[C@@H]1CN([C@H](C)CO)C(=O)c2c(c3ccccc3n2C)-c2ccccc2CO[C@@H]1CN(C)C | 8 | -2 | -10 | 88* | -15 | -9 | -18 | 2
CCN1CCN(Cc2ccc(NC(=O)c3ccc(C)c(NC(=O)c4ccno4)c3)cc2C(F)(F)F)CC1 | -5&6 | 2&2 | 26&-3 | -16&-5 | 4&-9 | 4&5 | -3 | -1
CN(CC(=O)Nc1ccccc1Cl)C(=O)CSc1nncn1C | 0 | -3 | 5 | 3 | -12 | -3 | -5 | 2
